MITF inh = human MITF inhibition, primary screen | AlphaScreen MITF homodimerization, bead proximity signal | O75030 | inhibition, % at 2.6 µM | 650,000 compounds, 0.91% hits; in the data active = inhibition above about 50%;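 also: 0% = vehicle wells with protein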
Target sequence (O75030 whole entry, looked up): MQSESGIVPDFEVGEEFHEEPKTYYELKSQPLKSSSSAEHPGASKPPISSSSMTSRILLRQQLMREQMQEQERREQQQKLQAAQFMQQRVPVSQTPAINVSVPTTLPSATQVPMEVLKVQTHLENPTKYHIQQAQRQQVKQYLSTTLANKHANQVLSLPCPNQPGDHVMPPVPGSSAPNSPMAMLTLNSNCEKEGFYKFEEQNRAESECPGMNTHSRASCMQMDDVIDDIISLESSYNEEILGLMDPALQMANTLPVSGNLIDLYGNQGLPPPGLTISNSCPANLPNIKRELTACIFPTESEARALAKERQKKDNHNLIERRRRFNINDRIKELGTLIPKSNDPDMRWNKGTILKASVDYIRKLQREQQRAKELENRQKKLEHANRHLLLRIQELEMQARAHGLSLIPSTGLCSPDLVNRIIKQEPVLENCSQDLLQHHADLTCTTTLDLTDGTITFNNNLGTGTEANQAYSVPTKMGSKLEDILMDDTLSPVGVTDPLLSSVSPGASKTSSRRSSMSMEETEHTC
FBW7 act = activators of human E3 ligase FBW7 | AlphaScreen FBW7–phospho-cyclin E peptide binding, activator screen | normalized activity (activation), % at 26.1 µM | 650,000 compounds, 0.13% hits | AID 1259310; in the data active = normalized activity above about 1.9%;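 also: purified mutant Fbw7 with reduced substrate affinity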
GPR151 activ = activates the human receptor GPR151 | 650,000 compounds, 1% hits | Q8TDV0 | PathHunter beta-arrestin GPR151 cells, luminescence | activation, % at 11.2 µM; in the data active = activation above about 4.9%;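 also: 0% = median of compound wells and 100% = cells with positive control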
Target sequence (Q8TDV0 whole entry, looked up): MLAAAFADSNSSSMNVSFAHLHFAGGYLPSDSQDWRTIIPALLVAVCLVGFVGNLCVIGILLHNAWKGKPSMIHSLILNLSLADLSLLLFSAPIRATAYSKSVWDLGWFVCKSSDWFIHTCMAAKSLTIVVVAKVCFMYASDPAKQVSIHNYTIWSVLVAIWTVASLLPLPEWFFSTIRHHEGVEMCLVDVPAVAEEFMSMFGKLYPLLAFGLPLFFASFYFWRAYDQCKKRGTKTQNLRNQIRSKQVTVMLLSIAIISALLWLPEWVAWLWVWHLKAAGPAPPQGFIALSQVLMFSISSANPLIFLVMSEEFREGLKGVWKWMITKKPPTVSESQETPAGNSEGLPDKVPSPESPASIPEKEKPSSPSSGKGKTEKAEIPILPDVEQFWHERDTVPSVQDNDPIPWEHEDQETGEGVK
TEAD-YAP inh = TEAD-YAP interaction inhibition; 640,000 compounds, 1.4% hits; HEK-TIYL cells, TEAD-Gal4/YAP UAS-luciferase luminescence; inhibition, % at 9.12 µM; in the data active = inhibition above about 32%;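 also: 0% = median of test compound wells and 100% = reference inhibitor wells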
* marks the source's active call; other numbers are inactive results; & = joins results of further samples.

1) Cc1cc(-c2cncnc2C2CCCN(C(=O)C(C)C)C2)on1 (configuration not stated)
2) CCOC(=O)c1cnc2c(C)cc(C)cc2c1Nc1ccc(OC)cc1
3) Cc1ccc(C)c(S(=O)(=O)n2nc(C)c(S(=O)(=O)N3CCCCCC3)c2C)c1
4) CC(C(=O)N1c2ccccc2CC1C)N1CCN(c2ccccn2)CC1 (configuration not stated)
5) O=C1CCCN1CCn1cnc2c(NCCOc3ccccc3)nc(NCc3cccnc3)nc21
6) CCOCCn1cnc2sc(C(=O)NCCCN(CC)CC)c(C)c2c1=O
7) Cn1cnc2cc(NCc3ccco3)ccc21
8) O=C(c1ccc([N+](=O)[O-])o1)N1CCN(c2cccc(Cl)c2)CC1
9) O=C(CC(=O)Nc1ccc2ncccc2c1)Nc1ccc2ncccc2c1
10) COc1cccc(-n2cc(C(=O)NCCC(=O)NCCC3=CCCCC3)c3ccccc3c2=O)c1

screen / no.,1,2,3,4,5,6,7,8,9,10
MITF inh,10,-4,-3,14,12,3,5,26,11,5
FBW7 act,0.0,0.0,0.1,0.5,0.0,-0.1,-0.1,0.0,0.1,0.3
GPR151 activ,-0.7,1.4,2.6,5.3*,-0.5,3.1,-0.2,-3.3,-0.4,1.3
TEAD-YAP inh,-5,-3,-1,13,5,4,-21,11,2,8

A draw from above in order of heavy-atom count, highest first:
2) CCOC(=O)c1cnc2c(C)cc(C)cc2c1Nc1ccc(OC)cc1
1) Cc1cc(-c2cncnc2C2CCCN(C(=O)C(C)C)C2)on1 (configuration not stated)
7) Cn1cnc2cc(NCc3ccco3)ccc21

screen / no.,2,1,7
MITF inh,-4,10,5
FBW7 act,0.0,0.0,-0.1
GPR151 activ,1.4,-0.7,-0.2
TEAD-YAP inh,-3,-5,-21

(listing goes on)
11) O=C1OC(c2cccc(I)c2)=N/C1=C\c1ccc(Br)cc1
12) COc1ccc(C2(C)CC(C)(C)N(C(C)=O)c3ccccc32)cc1 (configuration not stated)
13) Nc1cc(-c2ccc(Br)cc2)nn1S(=O)(=O)c1ccccc1
14) CCCCNc1nc(SCC(=O)Nc2cc(C)[nH]n2)nc2ccccc12
15) O=C1c2ccccc2C(=O)c2cc(S(=O)(=O)N(CCO)Cc3ccccc3)ccc21
16) CCOCc1nc(C)c(Cl)c(NS(=O)(=O)c2ccc(N)cc2)n1
17) CCc1nc2c(sc3cccc(F)c32)c(=O)n1CC(=O)Nc1ccc(C)cc1Cl
18) CN(C)C(=O)c1ccc(N2CCC(NCCC3COc4ccccc4O3)CC2)cc1 (configuration not stated)
19) O=C(CNC1CCCCC1)Nc1ccc(CN2CCCCC2)cc1
20) NC(=O)C(=O)N/N=C/c1ccc([N+](=O)[O-])cc1

screen / no.,11,12,13,14,15,16,17,18,19,20
MITF inh,-13,-8,8,6,-3,15,18,3,74*,-12
FBW7 act,-0.1,0.0,-0.1,-0.1,-0.2,0.3,0.5,0.0,0.1,-0.2
GPR151 activ,1.4,0.6,-0.3,-0.6,-1.1,-1.5,1.5,-1.6,1.0,-0.7
TEAD-YAP inh,-7,3,7,-3,-4,-1,6,-8,-7,-13

21) NS(=O)(=O)c1ccc(CCNC(=O)CCCCCn2c(=S)[nH]c3cc4c(cc3c2=O)OCO4)cc1
22) COc1cc(CCC(=O)NCCn2nnn(-c3ccccc3)c2=O)on1
23) OCCNc1nc(Nc2ccc(-n3ccnc3)cc2)nc2nc[nH]c12
24) Cc1cccc(C)c1OCC(=O)N/N=C/c1ccncc1
25) COc1ccc(C(=O)Nc2ccccc2C(=O)N2CCCCC2CCO)cc1 (configuration not stated)
26) CCCOc1ccc(C2C(=O)N(C3CCCCCC3)CC(=O)N2CC2COc3ccccc3O2)cc1OC (configuration not stated)
27) Cc1ccc2c(c1)c(=O)c1ccccc1n2CCCC(=O)Nc1ccc2c(c1)CCC2
28) CS(=O)(=O)n1c(SCc2csc(-c3ccc(Cl)cc3)n2)nc2ccccc21
29) O=C(CSc1nnc(CCN2C(=O)c3cccc4cccc(c34)C2=O)n1-c1ccccc1)N1CCN(CCO)CC1
30) CN(C)N1C(N)=C(C#N)C(c2cccc([N+](=O)[O-])c2)C2=C1CC(C)(C)CC2=O (configuration not stated)

screen / no.,21,22,23,24,25,26,27,28,29,30
MITF inh,-9,-1,1,10,3,15,12,7,-3,8
FBW7 act,-0.1,-0.1,-0.1,-0.1,-0.1,-0.1,0.1,0.2,-0.1,0.1
GPR151 activ,1.1,1.1,0.4,0.5,-3.9,0.6,-1.6,-0.3,3.7,-0.8
TEAD-YAP inh,5,5,-7,2,-27,4,1,4,-3,6

31) O=C1C2C(C(=O)N1/N=C/c1c[nH]c3ccccc13)C1C=CC2C12CC2 (configuration not stated)
32) Cn1c(=O)n(Cc2ccccc2F)c2cccnc21
33) CCC(C)(C)NC(=O)CN(Cc1ccc(OC)cc1)C(=O)CCC(=O)Nc1nccs1
34) OCCC1CN(Cc2ccc3ccccc3n2)CCN1Cc1ccc(F)cc1 (configuration not stated)
35) CC(=O)N1N=C(c2ccccc2)CC1Cc1cc2cccc(C)c2nc1Cl (configuration not stated)
36) O=C(CSc1nc2ccccc2c(=O)n1-c1ccc(F)cc1)c1ccccc1
37) COC(=O)C1=C(C(=O)OC)SC(=C2C(=S)C(C)(C)N(C(=O)c3sc4ccccc4c3Cl)c3c(C)cccc32)S1
38) O=C(NCCn1ccnc1)C1CC12CCN(Cc1cc3ccccc3o1)CC2 (configuration not stated)
39) COc1ccccc1/C=C/C=C1\N=C(c2ccc([N+](=O)[O-])cc2Cl)OC1=O
40) CN(C)c1ccc(/C=C2\C(=O)Nc3ccccc32)cc1

screen / no.,31,32,33,34,35,36,37,38,39,40
MITF inh,2,-1,16,-2,2,0,5,6,6,22&19
FBW7 act,0.1,-0.1,-0.1,-0.1,-0.1,0.1,0.0,-0.1,-0.2,0.1&-0.1
GPR151 activ,-0.6,0.2,1.7,-1.0,0.3,-0.9,1.2,0.6,4.0,-2.1&-2.3
TEAD-YAP inh,-1,-13,-2,-1,0,6,14,1,5,-47

41) Cc1cnc(-c2cccnc2)nc1C1CCCN(C(=O)CN2CCCC2)C1 (configuration not stated)
42) CC(C)c1ccc(/C=N/n2nnnc2Nc2ccccc2)cc1
43) Cc1c(C(=O)OCC(C)C)[nH]c2c1C(=O)CC(c1ccco1)C2 (configuration not stated)
44) Cc1nc(C(=O)N2CCCC(CCC(=O)NCc3ccc(F)c(F)c3)C2)cs1 (configuration not stated)
45) Cc1cc(C)cc(OCC(=O)Nc2ccc(Cl)cc2C(=O)O)c1
46) O=C(Nc1ccc2oc(-c3cc(Cl)ccc3Cl)nc2c1)c1cc(Br)ccc1Cl
47) Cc1ccc(C)c(OCC(=O)Nc2cccc(C(=O)O)c2C)c1
48) Cc1nc2ccc(N=Nc3sc(N)nc3C)cc2s1
49) CC(C)(C)c1nn2c(SCC(=O)Nc3ccccc3)nnc2[nH]c1=O
50) COc1ccc(OC)c(C2C=C(c3cccc(Br)c3)Nc3ncnn32)c1 (configuration not stated)

screen / no.,41,42,43,44,45,46,47,48,49,50
MITF inh,12,-8,3,6,13,12,15,15,15,3
FBW7 act,0.1,-0.1,-0.4,0.0,-0.1,0.2,0.0,-0.2,0.1,-0.1
GPR151 activ,0.5,-0.1,1.8,-0.5,0.5,3.2,-0.2,0.3,0.5,1.5
TEAD-YAP inh,7,-10,49*,8,11,2,-37,-81,-2,12

51) COc1cc(CNCC2CCCO2)ccc1OCc1ccc(Cl)cc1 (configuration not stated)
52) Cc1c(Br)c(-c2n[nH]c(=S)n2-c2ccc(F)cc2)nn1C
53) CC(=O)Nc1cc(NC(=O)c2cc3n(n2)C(C(F)(F)F)CC(c2ccco2)N3)ccc1C (configuration not stated)
54) Cc1nnc(NC(=O)C(C)Sc2nncn2C)s1 (configuration not stated)
55) C[C@H](NS(=O)(=O)c1ccccc1)C(=O)O
56) CCOC(=O)c1ccc(-n2c(N)c(C(=O)OC)c3nc4ccccc4nc32)cc1
57) Cc1nc2ccccc2c(=O)n1NC(=O)c1ccc(F)cc1
58) CCCN(CCO)Cc1cccc(Br)c1
59) O=C(NCc1cccs1)C1(c2ccccc2)CC1
60) CC(C(=O)N1CCC(c2c(S(C)(=O)=O)cnc3ncnn23)CC1)c1ccccc1 (configuration not stated)

screen / no.,51,52,53,54,55,56,57,58,59,60
MITF inh,13,2,6,-2,6,-16,-5,27,5,0
FBW7 act,0.9,0.2,0.1,0.1,0.0,0.1,0.1,0.8,-0.1,-0.2
GPR151 activ,-0.4,-0.3,-0.7,-0.8,0.0,-1.2,0.5,-1.8,8.6*,0.1
TEAD-YAP inh,-31,-3,4,-2,3,19,-1,-15,2,5

61) CCOC(=O)CNC(=S)Nc1ccc([N+](=O)[O-])cc1OC
62) O=C1c2ccccc2NC(c2ccc3c(c2)OCO3)N1c1ccc(Cl)cc1 (configuration not stated)
63) CCN(CC)c1ccc(C(=O)Nn2c(-c3cccc(Cl)c3)nc3ccccc3c2=O)cc1
64) O=C1CCCN1CCn1cnc2c(Nc3ccc4c(c3)OCO4)nc(Nc3ccc(-n4ccnc4)cc3)nc21
65) COc1cccc(CN2CCC(=O)N(Cc3ccc(F)cc3)CC2)c1
66) C/C(=N\NC(=O)c1cc(Br)ccc1O)c1ccc(F)cc1
67) Cc1ccn(C(=O)COc2ccc(Cl)cc2C)n1
68) Cc1ccccc1-n1nc2c(c1NC(=O)C(C)(C)C)CS(=O)(=O)C2
69) CCc1ccc(OCC(=O)Nc2cc(-c3nc4ncccc4o3)ccc2C)cc1
70) CSc1cccc(NC(=O)C2C3C=CC4(O3)C2C(=O)N(C(C)CCc2ccccc2)C4C(=O)NC2CCCCC2)c1 (configuration not stated)

screen / no.,61,62,63,64,65,66,67,68,69,70
MITF inh,16,-3,5,14,8,19,1,2,11,-8
FBW7 act,0.6,0.0,0.1,0.2,-0.2,0.4,-0.1,-0.1,0.1,-0.1
GPR151 activ,0.3,-3.5,0.5,-2.1,-0.7,-1.7,0.9,-0.6,-0.6,0.3
TEAD-YAP inh,14,-71,-8,30,1,-14,3,-2,6,4

71) O=C(Nc1ccc(F)cc1)N1CCN(c2ccc3nncn3n2)CC1
72) O=C(NCc1cccc(C(F)(F)F)c1)c1ccnc(Nc2nccc3ccccc23)c1
73) Cn1c2c(c(=O)n(C)c1=O)CN(CCN1CCc3ccccc3C1)CN2
74) CCC1(C)Cc2c(C#N)c(N)n(C)c(=S)c2CO1 (configuration not stated)
75) COc1ccc(C(=O)NNC(=O)c2cc3cccc(OC)c3oc2=O)cc1OC
76) Cc1ccc(-n2ncc(-c3n[nH]c(=S)o3)c2N)cc1C

screen / no.,71,72,73,74,75,76
MITF inh,5,-1,5,-4,-8,-4
FBW7 act,0.0,0.0,0.0,-0.1,0.1,-0.1
GPR151 activ,2.4,0.3,0.4,0.1,-0.3,-0.3
TEAD-YAP inh,2,3,11,-4,-13,-16

Of the compounds above, 13 contain a Cl atom.
8) O=C(c1ccc([N+](=O)[O-])o1)N1CCN(c2cccc(Cl)c2)CC1
16) CCOCc1nc(C)c(Cl)c(NS(=O)(=O)c2ccc(N)cc2)n1
17) CCc1nc2c(sc3cccc(F)c32)c(=O)n1CC(=O)Nc1ccc(C)cc1Cl
28) CS(=O)(=O)n1c(SCc2csc(-c3ccc(Cl)cc3)n2)nc2ccccc21
35) CC(=O)N1N=C(c2ccccc2)CC1Cc1cc2cccc(C)c2nc1Cl (configuration not stated)
37) COC(=O)C1=C(C(=O)OC)SC(=C2C(=S)C(C)(C)N(C(=O)c3sc4ccccc4c3Cl)c3c(C)cccc32)S1
39) COc1ccccc1/C=C/C=C1\N=C(c2ccc([N+](=O)[O-])cc2Cl)OC1=O
45) Cc1cc(C)cc(OCC(=O)Nc2ccc(Cl)cc2C(=O)O)c1
46) O=C(Nc1ccc2oc(-c3cc(Cl)ccc3Cl)nc2c1)c1cc(Br)ccc1Cl
51) COc1cc(CNCC2CCCO2)ccc1OCc1ccc(Cl)cc1 (configuration not stated)
62) O=C1c2ccccc2NC(c2ccc3c(c2)OCO3)N1c1ccc(Cl)cc1 (configuration not stated)
63) CCN(CC)c1ccc(C(=O)Nn2c(-c3cccc(Cl)c3)nc3ccccc3c2=O)cc1

screen / no.,8,16,17,28,35,37,39,45,46,51,62,63
MITF inh,26,15,18,7,2,5,6,13,12,13,-3,5
FBW7 act,0.0,0.3,0.5,0.2,-0.1,0.0,-0.2,-0.1,0.2,0.9,0.0,0.1
GPR151 activ,-3.3,-1.5,1.5,-0.3,0.3,1.2,4.0,0.5,3.2,-0.4,-3.5,0.5
TEAD-YAP inh,11,-1,6,4,0,14,5,11,2,-31,-71,-8

67) Cc1ccn(C(=O)COc2ccc(Cl)cc2C)n1

screen / no.,67
MITF inh,1
FBW7 act,-0.1
GPR151 activ,0.9
TEAD-YAP inh,3

High-throughput results from PubChem.
